Compound activity as filed in PubChem BioAssay.
CHRM5 antagonist: CHRM5 antagonism in calcium assay; hit rate 0.59% among 360,000; inhibition, % at 3 µM; P08912; CHO-hM5 cells, Fluo-8 calcium fluorescence, ACh EC80; AID 624040;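 active means inhibition above a per-plate cutoff, the mean of that plate's test compounds plus 3 SD, cut at about 27% in these data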;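 further: 0% = acetylcholine EC80 with DMSO and 100% = DMSO without agonist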
Target sequence (P08912 whole entry, looked up): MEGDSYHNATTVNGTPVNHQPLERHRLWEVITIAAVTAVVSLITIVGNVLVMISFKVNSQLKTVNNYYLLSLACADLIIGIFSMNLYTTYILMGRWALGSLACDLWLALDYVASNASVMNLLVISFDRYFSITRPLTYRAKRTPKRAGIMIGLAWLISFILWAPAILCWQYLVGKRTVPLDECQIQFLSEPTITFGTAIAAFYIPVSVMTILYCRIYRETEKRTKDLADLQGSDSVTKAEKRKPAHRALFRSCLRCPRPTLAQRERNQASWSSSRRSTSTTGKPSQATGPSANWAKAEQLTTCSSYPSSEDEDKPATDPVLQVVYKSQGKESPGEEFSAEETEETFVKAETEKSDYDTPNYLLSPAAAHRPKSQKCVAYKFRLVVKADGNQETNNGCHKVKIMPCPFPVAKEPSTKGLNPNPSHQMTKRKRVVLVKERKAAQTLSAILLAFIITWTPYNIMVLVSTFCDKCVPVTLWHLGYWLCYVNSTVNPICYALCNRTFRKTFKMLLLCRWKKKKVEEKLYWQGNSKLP
CHRM5 agonist: CHRM5 agonism in calcium assay | hit rate 0.19% among 360,000 | AID 624037 | CHO-K1 hM5 cells, Fluo-8 calcium fluorescence; 0% DMSO wells, 100% maximal acetylcholine response | activation, % at 3 µM | P08912;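 active means activation above the run's mean over test compounds plus 3 SD, cut at about 23% in these data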;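 further: signal is peak over basal fluorescence ratio across the kinetic read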
CHRM1 antagonist: blocks human M1 muscarinic receptor; P11229; inhibition, % at 3 µM; hit rate 1.3% among 360,000; CHO-K1 hM1, Fluo-8 calcium fluorescence, ACh EC80 antagonist;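 active means percent inhibition above its own plate's cutoff, namely the mean of that plate's compound wells plus 3 SD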;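 further: peak over basal fluorescence ratio during 140 s after agonist addition; 0% = ACh EC80 plus DMSO and 100% = DMSO alone without agonist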
CHRM4 PAM: positive allosteric modulators of human muscarinic M4 receptor; P08173; hit rate 0.4% among 360,000; activation, % at 3 µM; CHO-K1 hM4/Gqi5, Fluo-8 calcium fluorescence, ACh EC20; 0% = ACh EC20, 100% = maximal ACh;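 active means activation above its plate's cutoff, the mean activation of sample wells plus 3 SD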; further: some results filed as inactive read as strong as hits
Target sequence (P08173 whole entry, looked up): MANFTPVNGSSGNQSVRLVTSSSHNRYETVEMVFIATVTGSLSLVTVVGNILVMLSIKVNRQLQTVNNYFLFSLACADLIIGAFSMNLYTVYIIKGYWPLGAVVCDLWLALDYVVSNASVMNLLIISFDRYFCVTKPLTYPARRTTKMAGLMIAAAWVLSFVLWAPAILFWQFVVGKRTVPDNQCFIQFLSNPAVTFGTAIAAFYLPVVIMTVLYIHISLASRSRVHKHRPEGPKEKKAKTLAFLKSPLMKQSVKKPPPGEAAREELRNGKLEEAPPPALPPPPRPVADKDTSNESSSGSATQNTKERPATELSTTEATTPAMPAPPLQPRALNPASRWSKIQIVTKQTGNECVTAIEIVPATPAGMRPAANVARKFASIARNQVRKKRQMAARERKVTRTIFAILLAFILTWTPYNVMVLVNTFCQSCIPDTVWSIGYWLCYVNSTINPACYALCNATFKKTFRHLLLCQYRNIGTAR
M5 PAM: CHRM5 positive allosteric modulation; P08912; CHO-K1 hM5, Fluo-8 calcium, ACh EC20 PAM; 0% = ACh EC20, 100% = ACh EC100; activation, % at 3 µM; hit rate 0.3% among 360,000;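 active means activation above the run cutoff, the mean activation of all test compounds plus 3 SD, cut at about 18% in these data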
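system = human M5 receptor in CHO-K1 cells | compound = one concentration, 3 µM final (nominal) | schedule = Post-acetylcholine fluorescence recording 140 s | signal = Fluo-8 calcium dye fluorescence, kinetic read | benchmarks = low control EC20 acetylcholine (0%), high control EC100 acetylcholine (100%) | repeats = singlicate, one well per test compound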
CRFBP-R2 agonist: CRF-BP/CRF-R2 complex agonism; hit rate 0.46% among 350,000; AID 588473; HEK293 CRF-R2/CRF-BP, calcium dye fluorescence (FLIPR); percent of saturating CRF peptide response; activation, % at 13.2 µM;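 active means activation of at least 50%, plus an integration ratio under a set limit after plate pattern correction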;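 further: plate controls were neutral control wells without compound for no effect and CRF at EC100 for full effect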
M4 antag: CHRM4 antagonism in calcium assay; P08173; hit rate 0.73% among 360,000; AID 624125; CHO-hM4 cells, ACh EC80, Fluo-8 calcium fluorescence; inhibition, % at 3 µM;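 active means inhibition above its plate's cutoff, the mean inhibition of sample wells plus 3 SD, cut at about 27% in these data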;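 further: 0% = acetylcholine EC80 with DMSO and 100% = DMSO without agonist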
M1 PAM: positive allosteric modulators of human M1 muscarinic receptor | hit rate 0.088% among 360,000 | activation, % at 3 µM | CHO-K1 hM1, Fluo-8 calcium fluorescence, ACh EC20; 0% = ACh EC20, 100% = maximal ACh | P11229; in the data active means activation above about 19%, passing the limit was not always enough
M4 ag: agonists of human muscarinic M4 receptor (CHRM4); hit rate 0.14% among 360,000; P08173; CHO-K1 hM4/Gqi5, Fluo-8 calcium fluorescence; vehicle 0%, full acetylcholine response 100%; activation, % at 3 µM;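 active means activation above the run mean over all test wells plus 3 SD, cut at about 32% in these data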;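 further: peak over basal fluorescence ratio per well then scaled between controls; 0% = DMSO wells and 100% = acetylcholine at EC100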
The depositor's hits bear a star; · = no result given.

entry | SMILES | CHRM5 antagonist | CHRM5 agonist | CHRM1 antagonist | CHRM4 PAM | M5 PAM | CRFBP-R2 agonist | M4 antag | M1 PAM | M4 ag
1 | COC(=O)c1cc2occc2n1CC(=O)Nc1ccc(OC)c(OC)c1 | -1.7 | -0.7 | 4.9 | -5.1 | 1.6 | 0.1 | -5.8 | -1.1 | 0.1
2 | C=CCC[C@H](Cc1ccc(F)cc1)C(=O)OC[C@@H](C)NC(=O)[C@H](CC=C)CC(=O)N(CCO)Cc1ccccc1 | -5.0 | -0.5 | -13.3 | 0.3 | -0.7 | -0.7 | -11.2 | 0.6 | 10.1
3 | O=C(CCCN1C(=O)/C(=C\c2cccs2)SC1=S)Nc1ccc(C(=O)O)cc1 | -0.5 | 0.8 | 0.3 | 1.1 | 1.9 | 45.0 | -1.2 | 14.9 | 0.3
4 | CC(NC(=O)Cc1cccs1)c1ccncc1 (centres undefined) | -2.5 | -1.4 | -0.2 | 6.9 | 3.3 | 1.4 | -1.6 | 1.4 | -0.1
5 | Cc1ccc(NS(=O)(=O)c2cccc(C(=O)n3ncc(C#N)c3N)c2)c(C)c1 | 4.0 | 0.6 | -0.9 | -7.0 | -2.5 | 5.0 | 4.5 | 2.2 | 0.4
6 | COc1ccccc1C(=O)COC(=O)c1cc([N+](=O)[O-])ccc1N1CCOCC1 | 9.6 | -4.5 | 1.8 | 1.3 | -6.9 | -2.1 | -13.1 | -3.1 | 3.8
7 | CCC(CC)NC(=O)CO/N=C/c1ccccc1OC(F)F | 6.8 | -2.6 | 7.4 | -3.8 | -3.5 | -4.9 | 2.0 | -0.9 | 0.2
8 | O=C(Nc1ccc(Br)cc1)C1C2C=CC3(O2)C1C(=O)N(CCN1CCOCC1)C3C(=O)NC1CCCCC1 (centres undefined) | 6.6 | -1.3 | -0.6 | -5.0 | -3.1 | -0.6 | 4.5 | 3.7 | -0.4
9 | Cc1nc2ccc(NC(=O)CCC3CCCC3)cc2s1 | 9.1 | -1.5 | -5.2 | 0.6 | 2.0 | -0.2 | -0.2 | 7.0 | 4.7
10 | COc1ccc(-c2ccc(NCCN3CCOCC3)nn2)cc1OC | 7.0 | -5.5 | -9.2 | 0.0 | 5.4 | -0.6 | 3.1 | 3.7 | 0.2
11 | COCCN(C(=O)COC(=O)c1ccc2ccccc2c1)c1c(N)n(Cc2ccccc2)c(=O)[nH]c1=O | -5.9 | -1.1 | -9.2 | -1.6 | 3.4 | -1.9 | 1.5 | 1.3 | 0.9
12 | Cc1cc(N2CCN(C(=O)c3ccco3)CC2)n2nc(-c3cccc(Cl)c3)cc2n1 | -3.5 | 1.8 | -12.6 | 5.2 | 2.3 | -2.5 | -17.0 | 16.8 | 0.3
13 | C#CCSc1nnnn1-c1ccc(Br)c(C)c1 | 8.1 | -2.5 | 7.1 | -6.5 | -6.0 | -1.3 | 12.3 | -0.7 | -0.3
14 | CCc1ccc(NC(=O)COC(=O)CCc2nc3cc(S(=O)(=O)N(CC)CC)ccc3n2C)cc1 | -1.0 | -2.7 | -2.8 | 1.9 | -0.5 | -2.5 | -9.7 | 4.3 | 4.7
15 | Clc1ccc(OCCCCN2CCCCC2)cc1 | 6.2 | -10.8 | 16.1 | -17.7 | -8.2 | 7.2 | 21.0 | -10.7 | 0.6
16 | COc1ccc(N=CC2=C(O)c3ccccc3C2=O)c(OC)c1 | 9.3 | -1.9 | -1.2 | 0.9 | 1.9 | -0.3 | 8.5 | -4.8 | 0.7
17 | COc1ccc(-c2cc(C(=O)NCC(c3ccccc3)N(C)C)c3ccccc3n2)cc1OC (centres undefined) | -8.6 | 5.9 | -9.0 | -14.7 | -9.0 | 34.9 | -8.7 | -0.6 | 22.9
18 | COc1ccc(NC(=O)c2cn(CCC#N)nc2-c2cc3ccccc3o2)cc1 | 2.4 | 2.1 | -11.9 | -10.6 | -5.8 | -1.6 | -3.8 | 7.7 | 9.7
19 | COC(=O)CSc1nnc(NC(=O)C2CC(=O)N(c3ccc(F)cc3)C2)s1 (centres undefined) | 3.1 | -2.1 | -8.9 | -0.3 | 1.6 | 0.3 | -4.0 | 9.0 | 1.0
20 | O=C(NCCOc1ccccc1)c1cc2ccccc2o1 | -10.2 | -11.8 | 6.6 | -0.9 | 3.8 | -1.3 | -5.9 | -4.2 | 1.1
21 | COc1ccccc1NC(=O)c1oc2ccc(C)cc2c1C | 6.5 | -4.8 | -12.5 | 8.9 | -3.4 | -0.1 | -10.6 | -0.6 | -1.2
22 | COc1ccc(CCNC(=O)CC2SC(N)=NC2=O)cc1OC (centres undefined) | 8.6 | -1.4 | -5.2 | 5.4 | 0.2 | 0.9 | -0.8 | 3.6 | 0.7
23 | COc1ccc(-n2nc(C(=O)N3CCCCC3)c3ccccc3c2=O)cc1 | -0.3 | -0.6 | -28.1 | 7.0 | -3.0 | 0.4 | 7.7 | 2.7 | 4.7
24 | CCCCNC(=O)c1onc(CSc2ccncc2)c1C(=O)NCCCC | -8.3 | 2.3 | -16.2 | -3.2 | 12.0 | -3.4 | -3.7 | 8.3 | -0.2
25 | CC(=O)c1ccc(NC(=O)COC(=O)CCN2C(=O)c3cccc([N+](=O)[O-])c3C2=O)cc1 | 7.9 | -2.1 | 2.9 | -5.9 | -5.3 | -0.7 | 2.6 | -3.5 | 1.1
26 | COc1ccc(CC(CN)c2ccccc2)cc1 (centres undefined) | 11.2 | -7.2 | -13.7 | -4.8 | 2.8 | 1.3 | 0.8 | 9.1 | 0.0
27 | O=C(OCn1nnc2ccccc2c1=O)C1COc2ccccc2O1 (centres undefined) | 1.9 | 2.2 | 3.6 | 9.6 | -0.8 | 0.7 | -1.6 | 1.2 | -0.4
28 | Cc1ccc(N/C=C/C(=O)c2ccccc2)cc1Br | 6.2 | -10.5 | -19.5 | 3.7 | 2.4 | 0.3 | -2.8 | 10.2 | -1.0
29 | CC1CCCCC1NC(=O)CSc1nnc(CNC(=O)c2ccccc2)n1C (centres undefined) | -1.4 | -4.4 | -5.9 | 4.3 | 10.4 | 0.3 | 5.8 | 15.9 | -0.1
30 | CCOC(=O)c1c(N)c(C#N)c2n1CCCCC2 | -2.3 | -4.3 | -2.8 | 0.5 | -6.8 | -1.1 | -1.3 | 6.7 | 0.4
31 | O=C(O)/C(=C\c1cccc(C(F)(F)F)c1)c1ccc(S(=O)(=O)N2CCCC2)s1 | 11.2 | 0.9 | -9.1 | 7.0 | 7.7 | 0.6 | -2.6 | 2.2 | 0.1
32 | N/C(Cc1nc(-c2ccc(F)cc2)cs1)=N\O | -6.8 | 1.7 | -22.2 | 0.8 | 10.5 | 1.6 | -5.3 | 18.0 | 0.2
33 | Cn1c(=O)oc2cc(S(=O)(=O)CCC(=O)NCCc3ccccc3)ccc21 | 6.3 | -2.3 | 1.6 | -5.5 | -8.2 | 1.9 | -1.9 | -2.3 | 0.7
34 | CN(C)c1ccc(CNC(=O)/C=C/[C@H]2O[C@@H](n3ccc(=O)[nH]c3=O)[C@H](O)[C@@H]2O)cc1 | 5.3 | 0.8 | -14.3 | 4.0 | -1.8 | · | 3.4 | 1.8 | 0.2
35 | O=C(CNC(=O)c1cccc(F)c1)N/N=C/c1cccc([N+](=O)[O-])c1 | -0.4 | -3.6 | 4.6 | -6.0 | -7.3 | -3.3 | -17.5 | -3.9 | 8.6
36 | N#CCCN(C(=S)Nc1ccc(Cl)c(Cl)c1)C1CCCCC1 | 24.6 | 6.3 | 9.6 | -4.0 | -15.5 | 3.5 | -1.1 | 1.8 | 18.2
37 | COc1cccc(NC(=O)CN(C)C(=O)CC2CCCCC2)c1 | 3.4 | 1.9 | -5.3 | 6.3 | -0.2 | 0.8 | -10.1 | 2.9 | 2.9
38 | Cc1ccc(NC(NC(=O)c2ccccn2)C(Cl)(Cl)Cl)cc1 (centres undefined) | 7.8 | 3.8 | -12.8 | -2.1 | -7.8 | -2.2 | -4.6 | -0.4 | 5.4
39 | CC(/C=N/n1cnnc1)=C\c1ccccc1 | -0.4 | 18.5 | -13.1 | 4.3 | 1.9 | 1.6 | 1.1 | 7.6 | 9.7
40 | CCOc1ccc(S(=O)(=O)N2CCOCC2)c2ccccc12 | 15.6 | -2.6 | -6.5 | -5.0 | 0.3 | -0.1 | 7.6 | 2.5 | 0.1
41 | Cc1nc2ccccc2c(=O)n1NC(=O)c1ccc(C(C)(C)C)cc1 | 1.7 | 1.5 | -3.1 | -7.7 | -12.9 | -1.1 | -7.0 | 1.9 | 16.3
42 | O=C1c2oc3ccccc3c(=O)c2C(c2ccccn2)N1Cc1ccccc1 (centres undefined) | 3.8 | -5.1 | -7.8 | 0.3 | -5.0 | -2.5 | 2.2 | 1.7 | 0.1
43 | CC(C)Cn1c(SCC(=O)Nc2ccc(Cl)cc2F)nc(O)cc1=O | 7.2 | 4.4 | 2.6 | 3.5 | -7.7 | 1.9 | -4.0 | 2.6 | 1.1
44 | Cc1nc(NC(=O)C2CC2)sc1C(=O)Nc1cccc(Cl)c1 | -4.9 | -1.2 | -7.2 | 0.5 | -4.7 | -1.1 | 9.3 | 1.1 | 3.8
45 | COc1ccc(CCNc2nc(-c3ccc(O)cc3)cs2)cc1OC | 10.5 | 5.5 | -1.4 | -5.9 | -4.7 | -2.4 | -2.7 | -3.5 | 14.6
46 | Cc1cc(C)nc(SCC(=O)NCc2ccco2)n1 | -9.3 | -1.5 | -29.4 | 6.6 | -3.0 | 6.5 | 2.2 | 3.5 | 0.5
47 | O=C1CCCCCN1Cc1nnc(SCc2nc3ccccc3s2)n1-c1ccccn1 | 7.5 | -1.2 | 11.2 | -5.4 | -6.9 | -1.4 | 8.2 | -5.0 | -0.2
48 | COc1cccc(N2CC(C(=O)NNC(=O)c3ccc(Cl)cc3)CC2=O)c1 (centres undefined) | 7.0 | -1.1 | -10.5 | 2.5 | -1.6 | -2.5 | 4.8 | 8.0 | 0.9
49 | C[C@@H](C(=O)Nc1ccc2ccccc2c1)[C@H]1C[C@]1(C)[C@H](NC(=O)OCc1ccccc1)c1ccccc1 | 13.6 | 0.8 | 2.1 | -1.6 | -6.4 | 0.7 | 15.5 | -4.1 | -0.5
50 | CCCCn1c(N)c(N(CCC(C)C)C(=O)c2c(CC)noc2C)c(=O)[nH]c1=O | 1.9 | -0.2 | -9.8 | 2.7 | -4.8 | -2.3 | -7.2 | 9.0 | 0.1

Next part:
entry | SMILES | CHRM5 antagonist | CHRM5 agonist | CHRM1 antagonist | CHRM4 PAM | M5 PAM | CRFBP-R2 agonist | M4 antag | M1 PAM | M4 ag
51 | COC(=O)C1(C(F)(F)F)N=C(C(F)(F)F)Nc2ccc(Cl)cc21 (centres undefined) | 3.1 | -7.3 | 5.8 | -4.7 | -2.5 | -3.0 | 5.4 | -1.1 | -0.3
52 | CCOC(=O)c1c(NC(=O)CSc2nnc(CNc3ccc(OC)cc3)n2C)sc(C)c1C | -2.8 | -4.9 | -8.1 | 5.3 | 6.0 | 0.4 | -1.1 | 1.8 | -0.5
53 | CC1=C(C(=O)Nc2ccccc2C(=O)NC2CCCCC2C)SCCO1 (centres undefined) | -2.4 | -2.8 | 1.8 | -7.2 | -2.9 | -3.1 | -4.7 | -1.3 | 2.9
54 | O=C(O)C1CCCCN1S(=O)(=O)c1ccc2ccccc2c1 (centres undefined) | -5.8 | -1.0 | 9.3 | -7.2 | 2.8 | -0.6 | 15.9 | -5.0 | 1.2
55 | O=C(Nc1ccc(Cc2ccncc2)cc1)c1cc(F)c(F)cc1Cl | 10.8 | -0.1 | -7.8 | -3.4 | 5.7 | 0.7 | 6.3 | 6.0 | 1.2

An unsorted share of the library. About 2.8% of those tested had a hit in this group.
